Bioassay records (PubChem)
MITF act = MITF TRPM1 promoter activation in melanoma cells | AID 588334 | activation, % at 12.5 µM | hit rate 0.75% among 300,000 | SK-MEL-5 TRPM1-promoter luciferase, 24 h; % of positive control, neutral wells = 0;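 active = mean activation of at least 80% with every replicate also reaching 80%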;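 also: 0% = neutral control wells and 100% = parthenolide positive control wells; values of inactives mirror those of a sister screen read the other way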
DSG3 Ab inh = human desmoglein-3 autoantibody binding inhibition; binding (percent of control), % at 10 µM; P32926; hit rate 0.48% among 310,000; DSG3-coupled beads, scFv-anti-DSG3-GFP binding, flow cytometry; hits give low values;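 active = binding more than 3 SD below its plate's average and above zero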;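 also: hits lower antibody fragment binding to DSG3; some compounds called inactive have numbers as strong as hits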
Arr AP2 block = inhibitors of human beta-arrestin and AP2 interaction; FITC-arrestin peptide / GST-AP2 beads, flow cytometry; AP2 beta2 appendage carries R879A mutation; inhibition, % at 10 µM; hit rate 0.31% among 340,000; AID 504490;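 active = inhibition above a set limit, near 3 SD of compounds lacking own fluorescence, cut at about 54% in these data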;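 also: plate controls were DMSO wells for no effect and 5 µM unlabelled arrestin peptide for full effect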
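Assay system: GST-AP2 R879A bound to glutathione beads, E. coli-expressed; Medium: PBS with 0.05% Tween 20 and 0.1% BSA; Also added: fluorescein-tagged arrestin peptide at 50 nM final; Timing: 12 min plus 1 h, RT; Measured by: flow cytometry, FL1 (488/535 nm); Evaluation: percent drop in bead-associated FITC signal.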
SR-BI DiI-HDL act = enhances SR-BI lipid uptake from DiI-HDL. CHO ldlA[mSR-BI] cells, DiI-HDL uptake fluorescence, 3 h; 100 = double the neutral-control signal. activation, % at 12.5 µM. hit rate 0.096% among 320,000. AID 504775;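 active = mean replicate activation of at least 60% and every replicate at or above 60%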;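 also: 0% = median plate neutral-control signal and 100% = twice that signal; values of inactives mirror those of a sister screen read the other way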
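Material: SR-BI-overexpressing, LDLR-lacking CHO cells | Dosing: Single compound concentration, delivered by pin transfer | Probe or stimulus: Labelled HDL, 10 µg/mL | Signal: Bottom-read cell fluorescence after medium removal, ex 550/em 595 nm | Schedule: 3 h, 37 °C | Evaluation: HDL uptake via cellular fluorescence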
NSD2 HMT inh = inhibitors of human histone methyltransferase NSD2. NSD2 peptide methylation, AlphaScreen, 120 min. inhibition, % at 12.5 µM. hit rate 0.54% among 310,000. AID 743445; in the data active = inhibition above about 50%
CDK5 p35 inh = inhibitors of human CDK5/p35 kinase. hit rate 0.01% among 330,000. AID 488839. inhibition, % at 10 µM. Recombinant CDK5/p35, ADP-Glo luminescence, 60 min. Q00535+Q15078;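 active = highest replicate inhibition of at least 50% and at least 75% of replicates reaching 50%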;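 also: plate controls were DMSO neutral control for no effect and GW8510 at 10 µM for full effect; many of its hits are not listed in these tables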
PKA-R1A act = activators of PKA-R1A complex | PKA-R1A dissociation, Cy5-IP20 fluorescence polarization; scaled: DMSO 0%, 113 µM cGMP 100% | hit rate 0.083% among 340,000 | P00514+P68181 | activation, % at 11.4 µM;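 active = percent activation above the mean of all tested compounds plus 3 SD, cut at about 19% in these data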;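 also: higher means more PKAc released from R1A so a rise in polarization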
Mot1-301 SUMO = SUMOylation pathway inhibition by Mot1-301 growth rescue; AID 2716; hit rate 1% among 320,000; S. cerevisiae Mot1-301 growth rescue, ATP luminescence, 38.5C; percent above DMSO median, 100 means doubled; growth rescue, % at 18.8 µM;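 active = every valid replicate shows activation above 250% relative to neutral control wells; inactive = the rest, any valid replicate at or below 250%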;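 also: OY570 slx delta 5 strain wells were the positive control but not used for scaling; some compounds called inactive have numbers as strong as hits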
PKA-R2B act = activators of human PKA-R2B complex. hit rate 0.079% among 340,000. PKA-R2B holoenzyme dissociation, Cy5-IP20 fluorescence polarization; R2B truncated from residue 108, S112A mutant; 0% DMSO only, 100% 113 µM cGMP. AID 504700. P22694+P31323. activation, % at 11.4 µM;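 active = activation above a cutoff set at the mean over all compounds plus 3 SD, cut at about 18% in these data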;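 also: higher means more holoenzyme dissociation and a rise in polarization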
Target sequence (P31323 whole entry, looked up, other chains not shown, the tested form may be a part): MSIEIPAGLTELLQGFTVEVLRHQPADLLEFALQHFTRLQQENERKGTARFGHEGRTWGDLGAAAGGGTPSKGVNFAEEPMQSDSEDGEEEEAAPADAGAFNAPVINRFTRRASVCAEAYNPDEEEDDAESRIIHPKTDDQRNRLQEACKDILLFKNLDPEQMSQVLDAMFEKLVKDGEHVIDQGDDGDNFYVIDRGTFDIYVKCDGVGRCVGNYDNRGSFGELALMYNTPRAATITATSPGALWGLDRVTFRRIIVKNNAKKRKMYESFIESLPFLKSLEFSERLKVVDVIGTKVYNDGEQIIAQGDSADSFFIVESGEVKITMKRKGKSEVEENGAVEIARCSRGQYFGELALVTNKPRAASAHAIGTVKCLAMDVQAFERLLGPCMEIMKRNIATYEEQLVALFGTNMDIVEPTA
dFosB act = mouse delta FosB homodimer activation; AID 493131; hit rate 0.99% among 340,000; purified delta FosB, TAMRA-CDK5 oligo fluorescence polarization; percent of positive-control signal above neutral wells; P13346; activation, % at 25 µM;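 active = mean activation above about 17%, with every replicate also reaching it, limit read from the data, passing the limit was not always enough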;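 also: fluorescence polarization rise as delta FosB binds a TAMRA Cdk5 AP-1 oligo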
SR-BI HDL uptake = inhibitors of mouse SR-BI mediated HDL lipid uptake; Q61009; ldlA[mSR-BI] CHO cells, DiI-HDL uptake fluorescence, 3 h; inhibition, % at 12.5 µM; hit rate 0.96% among 320,000; AID 488896;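 active = mean replicate inhibition of at least 70% and a set share of replicates each scoring 70 or more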;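 also: 0% = median of neutral control wells and 100% = median of positive control wells; values of inactives mirror those of a sister screen read the other way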
Target sequence (Q61009 whole entry, looked up): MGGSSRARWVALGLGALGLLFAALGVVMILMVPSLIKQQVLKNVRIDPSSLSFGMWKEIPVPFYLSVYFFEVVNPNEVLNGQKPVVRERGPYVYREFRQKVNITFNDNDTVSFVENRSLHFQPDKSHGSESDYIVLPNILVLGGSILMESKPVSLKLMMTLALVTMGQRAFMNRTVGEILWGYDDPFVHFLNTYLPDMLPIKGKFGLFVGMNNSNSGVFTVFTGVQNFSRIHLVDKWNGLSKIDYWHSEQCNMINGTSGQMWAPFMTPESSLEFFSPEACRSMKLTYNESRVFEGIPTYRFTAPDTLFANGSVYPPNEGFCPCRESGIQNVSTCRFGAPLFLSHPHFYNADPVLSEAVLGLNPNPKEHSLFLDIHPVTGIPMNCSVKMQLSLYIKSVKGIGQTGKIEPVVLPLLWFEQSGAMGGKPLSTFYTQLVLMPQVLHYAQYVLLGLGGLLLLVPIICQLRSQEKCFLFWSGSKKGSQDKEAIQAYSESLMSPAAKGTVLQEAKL
Starred values were filed as active, the others as inactive; nt = not tested or not shown.

SMILES | MITF act | DSG3 Ab inh | Arr AP2 block | SR-BI DiI-HDL act | NSD2 HMT inh | CDK5 p35 inh | PKA-R1A act | Mot1-301 SUMO | PKA-R2B act | dFosB act | SR-BI HDL uptake
COC(=O)c1cc(-c2ccc(S(=O)(=O)N3CCCC(C)C3)cc2)c(C(F)(F)F)s1 (configuration not stated) | nt | nt | 10 | nt | 6 | -0.1 | -3 | -17 | 2 | -10 | nt
O=C(NNC(=S)Nc1ccccc1)C1CC1 | 6 | 102 | 0 | 19 | 0 | 0.0 | -8 | 0 | -4 | -1 | -19
CSc1ncccc1C(=O)OCC(=O)NCCc1ccccc1 | 2 | 109 | 1 | 13 | -1 | -0.4 | -3 | 5 | -3 | -1 | -13
O=C(NC(=S)N1CCCCC1)c1cccnc1 | nt | 96 | -2 | 8 | nt | -0.1 | -11 | 344* | -6 | 0 | 14
COc1ccc(C(CCc2ccc(C)o2)NC(=O)Nc2ccc(OC)cc2OC)cc1 (configuration not stated) | 4 | 101 | 2 | -49 | 2 | -0.9 | -11 | -6 | 1 | 0 | 49
COc1ccc(/C=N/NC(=O)c2ccc(Br)cc2)c(OC)c1 | 12 | 108 | 8 | -83 | -3 | 0.2 | 0 | 4 | -3 | -3 | 83*
O=C1C=C(c2cc(Cl)cc(Cl)c2)C[C@@H](c2ccc3c(c2)OCO3)C1 | 18 | 103 | -3 | 29 | nt | -1.4 | 10 | 2 | -4 | -4 | -29
O=S(=O)(NCc1ccccc1)c1cccs1 | -2 | 99 | -25 | 18 | -1 | 0.3 | -12 | 96 | -5 | 7 | -18
COc1cc(C(=O)NNC(=O)CNC(=O)C2CCCCC2)ccc1OC(C)C | 4 | 133 | 30 | -7 | -1 | -0.2 | -7 | 2 | -7 | 5 | 7
COc1ccc(S(=O)(=O)N2CCN(C(C)C(=O)Nc3ccc(C(C)C)cc3)CC2)cc1 (configuration not stated) | 9 | 118 | 32 | 17 | -2 | -0.1 | -7 | 15 | -6 | -3 | -17
COc1ccc(NC(=O)C(NC(=O)c2ccc(C)cc2)c2ccccc2)cc1 (configuration not stated) | 28 | 105 | 5 | 1 | -1 | 0.5 | -1 | -3 | -2 | -4 | -1
CSc1ccc(NC(=O)N2CC(C)OC(C)C2)cc1 (configuration not stated) | 1 | 94 | 4 | 1 | -2 | -1.5 | -1 | -7 | -7 | -1 | -1
O=C(NCc1ccccn1)C1CCN(S(=O)(=O)c2ccc(Br)cc2)CC1 | 4 | 122 | -7 | 25 | -1 | 1.1 | -2 | -6 | 2 | -9 | -25
Cc1nn(Cc2c(F)c(F)c(F)c(F)c2F)c(C)c1NC(=O)c1cccc(COc2ccc(Cl)cc2)c1 | 12 | 103 | -3 | -50 | -4 | 1.4 | -7 | -8 | -20 | 0 | 50
Cc1ccc(C)c(Cc2c(C)nc(C)[nH]c2=O)c1 | 8 | 104 | 6 | 5 | -3 | 1.7 | 3 | 6 | -13 | 3 | -5
O=C(NCC1CCCO1)C(Cc1ccccc1)N1C(=O)C2C3C=CC(C4CC34)C2C1=O (configuration not stated) | 11 | 105 | 9 | 28 | -2 | -0.3 | -8 | -18 | 3 | -2 | -28
COc1ccccc1NS(=O)(=O)c1cccc(C(=O)N/N=C(\C)c2cccnc2)c1 | -5 | 97 | -1 | -5 | -1 | -0.5 | -5 | -4 | 0 | -7 | 5
Cc1ccc(S(=O)(=O)c2cc3c(=O)n4cccc(C)c4nc3n(CCc3ccccc3)c2=N)cc1C | 7 | 91 | -18 | 26 | 16 | -0.3 | -9 | nt | 4 | -2 | -26
Cc1c(C(=O)Nc2ccc(N3CCOCC3)cc2)cccc1[N+](=O)[O-] | 6 | 99 | -9 | 0 | 28 | -0.6 | -5 | 0 | 6 | -8 | 0
CC(=O)Oc1cccc(/C=c2\sc3nc(-c4ccco4)nn3c2=O)c1 | -43 | 96 | -14 | 7 | nt | -0.6 | -10 | 30 | -3 | -12 | -7
C=CCn1c(COc2ccc(F)cc2)nnc1SCC(=O)NC1CC1 | 0 | 100 | -3 | -13 | -2 | 0.8 | -7 | 310 | 10 | 1 | 13
NNC(=O)Cn1nc(Cc2ccccc2)n(N)c1=O | 2 | 105 | 1 | 5 | 0 | -1.4 | -6 | 127 | -2 | -5 | -5
C/C(=N\NC(=O)c1ccc(OC2CCCC2)cc1)c1ccc(O)cc1 | 0 | nt | 4 | -15 | 4 | -1.2 | 0 | -3 | 1 | -1 | 15
CC(C)Cc1cc(C(=O)Nc2cccc(O)c2)no1 | 8 | 101 | 8 | nt | 11 | 2.5 | -16 | -19 | 3 | -1 | nt
Cn1c(SCC(=O)Nc2ccccc2)nnc1-c1ccc(NC(=O)CCc2ccccc2)cc1 | nt | nt | -4 | -27 | nt | -0.3 | -9 | 1 | -8 | 9 | 27
Cc1ccccc1N(CC(=O)NCCSCc1ccco1)S(C)(=O)=O | 8 | 93 | 9 | nt | 1 | -0.1 | 12 | -3 | 6 | -8 | nt
CC(C)(C)c1ccc(C(=O)N2CCN(C(=O)C3CCCCC3)CC2)cc1 | -11 | 105 | 32 | 17 | -5 | 0.0 | 0 | 8 | 3 | 1 | -17
NC(=O)CSc1cn(Cc2ccccc2)c2ccccc12 | 3 | 101 | -2 | -5 | 1 | -1.5 | 10 | -5 | 9 | -1 | 5
O=C(COc1ccc(Cl)cc1)NCc1nnc2c3ccccc3c(-c3ccccc3)nn12 | 7 | 91 | 4 | -8 | -3 | 0.5 | -6 | -9 | -12 | -13 | 8
O=C(Nc1ccccc1)c1c(F)c(F)c(F)c(F)c1F | -5 | 101 | -2 | 22 | -3 | -0.7 | -17 | -8 | -7 | 7 | -22
CC(C)CC(NC(=O)C1CCC(C)CC1)C(=O)Nc1ccc2c(c1)OCCO2 (configuration not stated) | -8 | 105 | 13 | -53 | nt | 0.0 | -4 | 9 | 7 | -9 | 53
COc1cc(N2CCCC2)c(OC)cc1/C=C(/C#N)c1cccc(F)c1 | 13 | 200 | 11 | -47 | nt | 0.0 | -13 | 12 | -9 | -8 | 47
COc1ccc(-c2nnc(SC(C)C#N)o2)cc1 (configuration not stated) | 27 | 101 | -15 | -9 | -5 | 1.2 | -3 | 0 | -9 | 1 | 9
COc1ccc(OC(C)C(=O)Nc2ccccc2C(F)(F)F)cc1 (configuration not stated) | 1 | 116 | -2 | 18 | -2 | -3.0 | -7 | 14 | 6 | -2 | -18
CCCc1nc(SCc2cccnc2)c2c(=O)n(C)c(=O)n(C)c2n1 | 3 | 101 | 7 | -19 | nt | -0.2 | -11 | 14 | -1 | -14 | 19
CC1CN(CCOc2ccc(Cl)c(Cl)c2)CC(C)O1 (configuration not stated) | nt | 114 | 7 | -8 | 0 | 0.9 | 0 | 3 | 0 | -4 | 8
CCCCn1nc(C(=O)N(CC(C)C)c2c(N)n(CCCC)c(=O)[nH]c2=O)c2ccccc2c1=O | 1 | nt | -3 | 10 | 0 | 0.8 | 2 | nt | -5 | -6 | -10
CC(C)(Oc1ccc(Cl)cc1)C(=O)Nc1ccncc1 | -13 | 106 | -5 | 22 | -7 | -0.1 | -13 | 68 | -25 | 7 | -22
COc1ccc2nc(NC(=O)CSc3nnnn3C3CCCCC3)sc2c1 | -7 | 103 | -38 | 4 | 1 | -0.2 | -9 | 137 | -6 | -5 | -4
COC(=O)Cc1c(O)ccn(CCc2ccc(S(N)(=O)=O)cc2)c1=O | 13 | 96 | 7 | nt | 7 | 0.1 | -2 | -2 | -5 | -3 | nt
CC(=O)Nc1ccc(S(=O)(=O)NCCS(=O)(=O)N2CCN(c3ccccc3F)CC2)cc1 | -6 | nt | -16 | -4 | -5 | 1.9 | -4 | 1 | 3 | 22* | 4
O=C1CC2(CCN(C(=O)COc3ccccc3F)CC2)Oc2ccccc21 | -11 | 92 | -1 | 1 | 0 | -1.3 | -2 | 602* | 0 | 6 | -1
COCCNc1nc(N2CCCCC2)c2cnn(C)c2n1 | -6 | 90 | -6 | 9 | 2 | 0.0 | -1 | -23 | -10 | 1 | -9
COc1cccc(Nc2ccccc2C(=O)O)c1 | -8 | 107 | -14 | 24 | 12 | 0.9 | -9 | 1 | -6 | -2 | -24
CN(/N=C/c1cccc(Br)c1)C1=NS(=O)(=O)c2ccccc21 | 5 | 103 | -12 | -6 | 3 | 0.1 | -6 | 33 | 3 | -12 | 6
N#Cc1c(-c2ccccc2)cc(-c2ccccc2)nc1Br | -9 | 123 | 8 | -14 | -1 | -3.8 | 1 | 140 | -7 | -10 | 14
CCOc1ncccc1C(=O)NCc1ccc(OC)c(OC)c1 | -3 | 97 | 4 | 4 | -2 | -1.1 | 3 | nt | 1 | 1 | -4
CCC(C)(C)C1CCc2[nH]nc(C(=O)NCCNC(=O)OC(C)(C)C)c2C1 (configuration not stated) | 2 | 99 | 31 | 26 | nt | -0.2 | 7 | -6 | -1 | -10 | -26
CCOc1ccc(CC(=NCCO)C2=C(O)CC(C)(C)CC2=O)cc1OCC | -13 | nt | 7 | 13 | -1 | -1.4 | -16 | -10 | 1 | -2 | -13

4 structures from above, ordered by heavy-atom count, low to high.
SMILES | MITF act | DSG3 Ab inh | Arr AP2 block | SR-BI DiI-HDL act | NSD2 HMT inh | CDK5 p35 inh | PKA-R1A act | Mot1-301 SUMO | PKA-R2B act | dFosB act | SR-BI HDL uptake
N#Cc1c(-c2ccccc2)cc(-c2ccccc2)nc1Br | -9 | 123 | 8 | -14 | -1 | -3.8 | 1 | 140 | -7 | -10 | 14
O=C(NCc1ccccn1)C1CCN(S(=O)(=O)c2ccc(Br)cc2)CC1 | 4 | 122 | -7 | 25 | -1 | 1.1 | -2 | -6 | 2 | -9 | -25
COc1ccccc1NS(=O)(=O)c1cccc(C(=O)N/N=C(\C)c2cccnc2)c1 | -5 | 97 | -1 | -5 | -1 | -0.5 | -5 | -4 | 0 | -7 | 5
Cc1ccc(S(=O)(=O)c2cc3c(=O)n4cccc(C)c4nc3n(CCc3ccccc3)c2=N)cc1C | 7 | 91 | -18 | 26 | 16 | -0.3 | -9 | nt | 4 | -2 | -26
